Assay outcomes from PubChem BioAssay.
RAD52 inh: RAD52 DNA annealing inhibitors, primary screen, biochemical, FRET, single point, set 2. DNA repair protein RAD52 homolog (Homo sapiens), P43351. recombinant RAD52 DNA annealing, FRET fluorescence. inhibition, % at 18.7 µM. 360,000 tested, 0.46% active. AID 651710, 2012;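 active = every replicate showing at least 50% inhibition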
Target sequence (P43351 whole entry, looked up): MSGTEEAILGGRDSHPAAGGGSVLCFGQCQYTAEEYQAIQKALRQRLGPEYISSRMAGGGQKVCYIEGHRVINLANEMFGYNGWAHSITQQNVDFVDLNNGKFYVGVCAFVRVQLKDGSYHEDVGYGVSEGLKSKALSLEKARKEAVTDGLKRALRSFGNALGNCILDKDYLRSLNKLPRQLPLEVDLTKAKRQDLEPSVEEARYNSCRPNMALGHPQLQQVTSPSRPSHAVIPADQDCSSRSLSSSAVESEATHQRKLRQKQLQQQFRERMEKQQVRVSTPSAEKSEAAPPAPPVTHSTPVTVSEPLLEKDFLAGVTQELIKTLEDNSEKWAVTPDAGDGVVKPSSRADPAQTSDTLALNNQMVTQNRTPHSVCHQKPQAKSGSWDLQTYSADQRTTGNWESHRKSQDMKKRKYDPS
RAD54 inh: inhibitors of human RAD54 branch migration, primary screen, biochemical, fluorescence, single point. RAD54 Holliday junction branch migration, FAM/BHQ fluorescence. inhibition, % at 10.4 µM. 360,000 tested, 0.14% active. DNA repair and recombination protein RAD54-like (Homo sapiens), Q92698;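 active = mean normalized replicate activity at least 40 and at least half of replicates scoring 40 or more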;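 note: 0% = median of neutral control wells and 100% = median of positive control wells; inhibitors cause a drop in the FAM fluorescence signal; in these data hits start at about 50%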
esBAF inh: Bmi1 luciferase reporter increase in mESCs, primary screen, esBAF inhibitor project, mouse ES cells, Bmi1 luciferase knock-in, single point. 350,000 tested, 2% active. reporter increase, % at 12.5 µM. AID 602393, 2012. 24 h; 100% = twice the neutral-well signal; in the data active = activation above about 40%;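 note: 0% = median of the plate's neutral control wells and 100% = double that signal; a rise in the Bmi1 reporter signal indicates esBAF inhibition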
E-sel inducer: E-selectin induction in HUVECs, primary screen, imaging, HUVEC, immunofluorescence imaging, single point | P16581 | normalized: neutral wells 0, TNF-alpha wells 100 | activation, % at 7.58 µM | 260,000 tested, 0.37% active | AID 686992, 2013;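 active = mean E-selectin-positive cell signal at least 10% of the positive control, reached in at least 60% of replicates, without over 20% cell loss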;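 note: in these data hits start at about 27%; measured in HUVEC primary endothelial cells; signal is the percent of cells scored E-selectin positive by PE staining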
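Read-out: % PE-positive cells | Test system: HUVEC | Doses: One compound dose added by pin transfer | Buffer or medium: EGM-2 over gelatin coat | Signal: Immunofluorescence imaging | Benchmarks: TNF-alpha, DMSO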
ARNT TACC3 PPI: disruptors of ARNT/TACC3 protein interaction, primary screen, biochemical, AlphaScreen, single concentration; 390,000 tested, 0.66% active; AlphaScreen His-ARNT PAS-B/GST-TACC3 binding, luminescence; TACC3 fragment carries E629A point mutation; Transforming acidic coiled-coil-containing protein 3 (Homo sapiens), Q9Y6A5; inhibition, % at 9.99 µM;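 active = mean inhibition of replicates at least 50% and at least half of replicates each reaching 50%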;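 note: 0% = complete ARNT plus TACC3 wells and 100% = ARNT alone without TACC3; many hits fall short of the cut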
PglD inh: C. jejuni PglD acetyltransferase inhibitors, primary screen, biochemical, DTNB colorimetric, single point; purified PglD enzyme, DTNB colorimetric CoA detection; inhibition, % at 12.5 µM; 360,000 tested, 0.098% active; AID 602405, 2012; in the data active = inhibition above about 16%, passing the limit was not always enough; note: strong numbers were not always called active
Casp6 inh: human caspase-6 inhibitors, primary screen, biochemical, VEID-R110 fluorescence, single point, set 2; 350,000 tested, 0.53% active; inhibition, % at 12.5 µM; P55212; purified caspase-6, Z-VEID-R110 cleavage fluorescence;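 active = mean inhibition across replicates at least about 35%, with every replicate also reaching that limit, limit read from the data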;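 note: 0% = median of neutral control wells and 100% = no fluorescence left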
ERp5 inh: inhibitors of ERp5-driven insulin aggregation, primary screen, biochemical, turbidity, absorbance 650 nm, single point; 350,000 tested, 0.05% active; 90 min; inhibition, % at 9.99 µM;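 active = mean replicate inhibition above about 25%, with every replicate also reaching it, limit read from the data, passing the limit was not always enough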
Target sequence (Q15084 whole entry, looked up): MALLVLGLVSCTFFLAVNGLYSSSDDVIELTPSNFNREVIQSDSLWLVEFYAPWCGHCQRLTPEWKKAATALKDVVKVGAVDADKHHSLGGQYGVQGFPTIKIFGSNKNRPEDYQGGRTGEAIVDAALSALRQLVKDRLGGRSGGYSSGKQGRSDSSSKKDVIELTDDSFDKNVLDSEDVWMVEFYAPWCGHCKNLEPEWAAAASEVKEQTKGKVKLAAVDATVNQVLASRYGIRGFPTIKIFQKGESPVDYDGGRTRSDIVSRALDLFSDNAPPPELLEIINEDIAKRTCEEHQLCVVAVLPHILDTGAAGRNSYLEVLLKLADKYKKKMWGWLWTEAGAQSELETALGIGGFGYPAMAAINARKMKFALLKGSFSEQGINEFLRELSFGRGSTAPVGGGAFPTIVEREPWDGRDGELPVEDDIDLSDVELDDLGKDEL
* hit, by the source's call; / = no result given.

Screens by letter: A = RAD52 inh; B = RAD54 inh; C = esBAF inh; D = E-sel inducer; E = ARNT TACC3 PPI; F = PglD inh; G = Casp6 inh; H = ERp5 inh
Cn1c(=O)c2c(ncn2CC(=O)Nc2nnc(Cc3ccccc3)s2)n(C)c1=O
  A: /; B: -3; C: -10; D: /; E: 0; F: -2; G: /; H: /
C=CC[C@@H](CC(=O)N[C@H](CO)Cc1ccccc1)C(=O)NCCOC(=O)[C@@H](CC=C)Cc1ccc(F)cc1
  A: -11; B: -3; C: 5; D: -0.5; E: -5; F: -3; G: 0; H: 0
COc1ccc2nc(NC(=O)C3CSC4(C)CCC(=O)N34)sc2c1 (centres undefined)
  A: -4; B: -11; C: 23; D: -1.8; E: /; F: 4; G: 2; H: -2
COc1ccc(OC)c(CCNC(=O)CS(=O)(=O)Cc2nc(-c3ccccc3C)oc2C)c1
  A: /; B: -6; C: 2; D: 1.6; E: 9; F: -2; G: /; H: /
CCOC(=O)c1nnsc1C(OC)Oc1ccccc1 (centres undefined)
  A: 2; B: -1; C: -4; D: 0.1; E: 1; F: 2; G: 1; H: 15
O=C(Nc1nnc(-c2ccco2)o1)c1cccc(Cl)c1
  A: -3; B: /; C: /; D: /; E: 11; F: /; G: 3; H: -3
Cc1cc2oc(=O)cc(CN(Cc3ccccc3)Cc3ccccc3)c2cc1Cl
  A: -10; B: -3; C: -9; D: -0.2; E: /; F: -3; G: -2; H: 5
O=C(CCCOc1ccc(Cl)cc1Cl)Nc1ccccn1
  A: -57; B: 9; C: 0; D: /; E: -3; F: 1; G: 0; H: 1
CCCNC(=O)Nc1ccc2c(c1)C(=O)N(C)[C@@H]1CC[C@H](CC(=O)NCCCN(C)C)O[C@H]1CO2
  A: -6; B: 1; C: 11; D: 0.3; E: -4; F: 3; G: 1; H: 2
CC(C)(C)c1ccc(S(=O)(=O)N2CCN(CC(=O)NC(=O)NC3CCCCC3)CC2)cc1
  A: -10; B: 4; C: 4; D: -0.8; E: -4; F: 4; G: 3; H: 2
O=C(Cn1nc(-c2ccc(N3CCOCC3)c([N+](=O)[O-])c2)c2ccccc2c1=O)N1CCCCC1
  A: /; B: 0; C: 22; D: /; E: 3; F: 3; G: /; H: /
O=C(CN1C(=O)NC(Cc2ccccc2)C1=O)Nc1ccc(F)c(F)c1F (centres undefined)
  A: 0; B: -2; C: -2; D: -0.1; E: -5; F: -2; G: -2; H: -3
COc1ccccc1C1C2CCCCC2(O)CCN1CC(=O)Nc1ccccc1 (centres undefined)
  A: -29; B: 7; C: -2; D: /; E: 1; F: 1; G: 1; H: 2
CN(c1ccccc1)P(=O)(N(C)c1ccccc1)N(C)c1ccccc1
  A: -7; B: -2; C: -5; D: /; E: -17; F: -5; G: -5; H: -6
CCC/C=C1/CCCOC(C(=O)NCCN2CCOCC2)(C(F)(F)F)C1 (centres undefined)
  A: -3; B: -7; C: -4; D: 0.4; E: -2; F: 4; G: 2; H: 7

Next section.
Screens by letter: A = RAD52 inh; B = RAD54 inh; C = esBAF inh; D = E-sel inducer; E = ARNT TACC3 PPI; F = PglD inh; G = Casp6 inh; H = ERp5 inh
O=C(N[C@H]1C=C[C@H](CC(=O)N2CCOCC2)O[C@H]1CO)c1ccc2c(c1)OCO2
  A: -3; B: 0; C: -1; D: -0.3; E: -3; F: 2; G: -4; H: 3
c1ccc(-c2cc(N3CCOCC3)nc3ccccc23)cc1
  A: /; B: 4; C: -2; D: /; E: -26; F: 1; G: /; H: /
CCOC(=O)c1c(-c2ccccc2)nc2cc(C)ccn12
  A: /; B: -6; C: 52*; D: /; E: -6; F: 5; G: /; H: /
CCN1CCN(C(=O)c2ccc3c(Cl)c4c(nc3c2)CCCC4)CC1
  A: -2; B: -7; C: -2; D: /; E: -6; F: -1; G: -8; H: 1
CC1CCN(C(=S)Nc2cccc(S(=O)(=O)N(C)C)c2)CC1
  A: -3; B: -2; C: 17; D: 2.3; E: -1; F: 0; G: 4; H: 5
Cc1ccc(NC(=O)CCC(=O)NNC(=O)COc2ccccc2)c(C)c1
  A: -4; B: /; C: /; D: /; E: 6; F: /; G: 41*; H: 1
Cc1ncoc1C(=O)N1CCCC(C(=O)Nc2cccc(-c3ccc(F)cc3)c2)C1 (centres undefined)
  A: -19; B: 0; C: -6; D: -1.3; E: 11; F: 2; G: 2; H: -2
C[C@@H]1CN([C@H](C)CO)C(=O)c2cc(C#CC3CC3)cnc2O[C@H]1CN(C)Cc1ccccc1C(=O)O
  A: -9; B: -2; C: 2; D: -0.3; E: 12; F: -1; G: 0; H: 1
CS(=O)(=O)N1C[C@@H](O)COC[C@H]2O[C@H](CC(=O)NCc3ccccc3)CC[C@@H]21
  A: -6; B: -20; C: -5; D: 0.5; E: -1; F: 2; G: 1; H: -6
Cc1cc(C(=O)COC(=O)c2ccc(Cl)c(S(N)(=O)=O)c2)c(C)n1C1CC1
  A: -25; B: 3; C: 78*; D: /; E: 5; F: -1; G: 2; H: 11
COc1ccc([N+](=O)[O-])cc1COc1cc(C)cc2oc(=O)cc(-c3ccccc3)c12
  A: /; B: -5; C: -6; D: /; E: 0; F: -5; G: /; H: /
CN1CCc2c(sc(N)c2C(N)=O)C1
  A: /; B: -23; C: -3; D: /; E: 5; F: -2; G: /; H: /
Cc1ccccc1NC(=O)CCC(=O)OCC(=O)c1cccc([N+](=O)[O-])c1
  A: -10; B: -2; C: 0; D: 0.5; E: 6; F: 4; G: 0; H: 2
CO[C@@H]1CC[C@H]2CCOc3c(C#N)cccc3C(=O)N(C)C[C@@H](OC)[C@@H](C)C(=O)N(C)C[C@H]1O2
  A: -8; B: 0; C: 6; D: -0.1; E: -4; F: 3; G: -1; H: 5
COCCN(CCOC)S(=O)(=O)c1ccc(C(=O)Nc2nc(-c3ccccc3)c(C(=O)c3ccccc3)s2)cc1
  A: -21; B: -6; C: /; D: 0.1; E: -3; F: -1; G: -1; H: 4

Continued:
Screens by letter: A = RAD52 inh; B = RAD54 inh; C = esBAF inh; D = E-sel inducer; E = ARNT TACC3 PPI; F = PglD inh; G = Casp6 inh; H = ERp5 inh
COC(=O)C(CC(C)C)NC(=O)C(Cc1ccccc1)NC(=O)C1CCCN1C(=O)OC(C)(C)C (centres undefined)
  A: -3; B: 12; C: 2; D: /; E: 1; F: 4; G: -1; H: -1
Cc1oc(-c2cccc(Cl)c2)nc1CN(C)C1CCOC1 (centres undefined)
  A: -11; B: /; C: /; D: /; E: -5; F: /; G: -4; H: 2
COc1cccc(S(=O)(=O)N(C)C[C@@H]2OCc3ccccc3-c3c(n(C)c4ccccc34)C(=O)N([C@H](C)CO)C[C@@H]2C)c1
  A: -8; B: 0; C: 1; D: -0.2; E: 3; F: 2; G: 3; H: 3
COc1ccc(C(=O)Nc2cccc(C(C)=O)c2)cc1OC
  A: /; B: 0; C: 20; D: /; E: -10; F: 7; G: /; H: /
COc1ccccc1NC(=O)N1CC(=O)N2[C@@H](CO)[C@@H](c3ccc(C#CC(C)C)cc3)[C@@H]2C1
  A: 8; B: /; C: /; D: -0.1; E: /; F: /; G: 4; H: -2
Cc1cc(C(=O)Nc2cccc3c2O[C@H](CN(C)Cc2ccc(C(F)(F)F)cc2)[C@H](C)CN([C@@H](C)CO)C3=O)n(C)n1
  A: -3; B: -8; C: -6; D: 3.3; E: 1; F: -2; G: -4; H: -6
Cc1ccc2nc(NCCCO)[nH]c2c1
  A: /; B: 0; C: 5; D: /; E: -7; F: 6; G: /; H: /
CCCCn1c(N)c(N(CCOC)C(=O)COc2ccc(Cl)cc2)c(=O)[nH]c1=O
  A: -8; B: 9; C: -2; D: 1.8; E: -1; F: -10; G: /; H: -7
CO[C@@H]1CN(C)C(=O)c2ccc(NC(C)=O)cc2OC[C@@H](C)N(Cc2ccc(-c3ccccn3)cc2)C[C@H]1C
  A: 21; B: -6; C: 2; D: 0.9; E: 4; F: -1; G: -1; H: 0
Cc1cc(C(F)(F)F)nc(SCC(=O)Nc2c(C)n(C)n(-c3ccccc3)c2=O)n1
  A: 2; B: -2; C: -4; D: /; E: 7; F: 2; G: -1; H: 2
CCn1c(=O)c2cc(C(=O)Nc3cc(C)on3)sc2c2ccccc21
  A: -4; B: 8; C: 2; D: -0.4; E: -4; F: -6; G: 2; H: -4
CCN(CC(=O)Nc1ccc2c(c1)OCCO2)S(=O)(=O)c1ccc(C)cc1
  A: /; B: 7; C: 8; D: /; E: -1; F: -5; G: /; H: /
Cc1[nH]nc2c1/C(=N/O)CC(c1ccccc1)C2 (centres undefined)
  A: /; B: -6; C: 6; D: /; E: -5; F: -1; G: /; H: /
Cc1cc(C)c(S(=O)(=O)N2CCN(CCO)CC2)c(C)c1
  A: -5; B: 6; C: -2; D: 1.0; E: 0; F: -2; G: -3; H: -1
Oc1ccc(Cl)cc1C1=Nc2ccccc2N=C(c2ccco2)C1
  A: -80; B: -4; C: 26; D: /; E: -1; F: 10; G: 0; H: 4

Continued.
Screens by letter: A = RAD52 inh; B = RAD54 inh; C = esBAF inh; D = E-sel inducer; E = ARNT TACC3 PPI; F = PglD inh; G = Casp6 inh; H = ERp5 inh
CC1(C(=O)NS(=O)(=O)c2cccc(C#N)c2)CCN1C(=O)CCc1ccccc1 (centres undefined)
  A: -9; B: 0; C: 3; D: -0.2; E: /; F: -4; G: 0; H: 1
Cc1cc(=O)n2[nH]c(-c3ccc(C(C)(C)C)cc3)cc2n1
  A: /; B: 7; C: 17; D: /; E: 33; F: 1; G: /; H: /
CCN1C(=O)[C@@H]2[C@@H](c3ccc(-c4ccc(Cl)c(Cl)c4)c(OC)c3)N3CCC[C@@]3(C(=O)OC)[C@@H]2C1=O
  A: -99; B: -1; C: -2; D: 0.0; E: 2; F: 0; G: -2; H: -6
Cc1ccc(-c2c(C(=O)N/N=C/c3ccoc3)nnn2-c2nonc2N)cc1
  A: -6; B: 2; C: -9; D: /; E: -1; F: 1; G: -2; H: 2
COC(=O)c1ccc(NC(=O)CN(C2CCCCC2)S(C)(=O)=O)cc1
  A: /; B: 13; C: 6; D: /; E: 1; F: 2; G: /; H: /
O=C(Nc1ccc(Br)cc1)c1cccc(NC(=O)C2C3CC4OC(=O)C2C4C3)c1 (centres undefined)
  A: /; B: 2; C: 22; D: /; E: -4; F: 0; G: /; H: /
CCCC#Cc1cnc2c(c1)C(=O)N([C@@H](C)CO)C[C@H](C)[C@H](CN(C)C(=O)c1cccc(F)c1)O2
  A: -6; B: -5; C: -1; D: 0.3; E: -6; F: -4; G: -2; H: -12
COc1cc(NC(=O)CC[C@H]2O[C@@H](n3cnc4c(NC(=O)c5ccccc5)ncnc43)[C@H](O)[C@@H]2O)cc(OC)c1OC
  A: -2; B: 1; C: -2; D: -0.4; E: /; F: 3; G: 4; H: -2
COc1ccc(C(CC(=O)O)n2cnnn2)cc1 (centres undefined)
  A: -4; B: /; C: 4; D: /; E: 3; F: /; G: -1; H: 0
O=C(CCN1C(=O)c2ccccc2S1(=O)=O)NCc1ccc(F)cc1
  A: -9; B: -12; C: -4; D: 0.1; E: -10; F: -1; G: -1; H: 10
O=C(C[C@@H]1CC[C@H](NC(=O)CN2CCOCC2)[C@H](CO)O1)NCCc1ccncc1
  A: 5; B: -12; C: -3; D: -0.1; E: 57*; F: -1; G: -2; H: 0

Single records (already shown).
`O=C(CCN1C(=O)c2ccccc2S1(=O)=O)NCc1ccc(F)cc1` as listed: RAD52 inh = -9; RAD54 inh = -12; esBAF inh = -4; E-sel inducer = 0.1; ARNT TACC3 PPI = -10; PglD inh = -1; Casp6 inh = -1; ERp5 inh = 10
`CC1(C(=O)NS(=O)(=O)c2cccc(C#N)c2)CCN1C(=O)CCc1ccccc1` (centres undefined) as listed: RAD52 inh = -9; RAD54 inh = 0; esBAF inh = 3; E-sel inducer = -0.2; ARNT TACC3 PPI = /; PglD inh = -4; Casp6 inh = 0; ERp5 inh = 1
